# Screening results deposited in PubChem BioAssay by National Center for Advancing Translational Sciences (NCATS).
# Mito fusion act: blocks mitochondrial division or promotes mitochondrial fusion. S. cerevisiae fusion-defective mutant growth rescue, CellTiterGlo 48 h. Potency, µM (doses to about 46.1 µM), without a hit: at the top dose growth rescue (activation), most hits filed as activators. 320,000 compounds, 0.23% hits;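 further: potency means the concentration at half of the fitted maximal effect; % of control where 0% means no effect; nearly all actives have a fitted effect of over 45% in size; temperature-sensitive fusion mutants such as fzo1-1 at 37 °C on non-fermentable ethanol glycerol medium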
#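 Temperature-sensitive fusion-defective S. cerevisiae (e.g. fzo1-1, mgm1-5) were grown with compound in YPEG medium (3% ethanol, 3% glycerol) for 48 hours at 37C. Growth rescue was measured as viability by CellTiterGlo luminescence after 10 minutes at ambient.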
# MBNL1 CUG block: MBNL1-poly(CUG) RNA binding inhibition | TR-FRET MBNL1-His/biotin-(CUG)12 binding, 665/545 ratio | Potency, µM (doses to about 57.5 µM), for inactives: at the top dose activity change, negative = inhibition, actives largely listed as inhibitors | 280,000 compounds, 0.036% hits; active means well fitted inhibition curve with a large enough effect in the signal ratio, with a control signal flat, not every such curve was filed as active; inconclusive means small, poorly fitted or top-dose-only effect, or effect the other way, or a change in a side signal; inactive means no such curve, though single readings can be large or run the other way; the % refers to the signal ratio; further: potency means the concentration at half of the fitted maximal effect; on the % scale 0 is the no-effect control and ±100 the full control effect
#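 TR-FRET readout: Ex 340 nm, 665/545 nm emission ratio, normalized to buffer-only (basal) and MBNL1-(CUG)12 controls. Complex of MBNL1-His with Biotin-(CUG)12, compounds 92 nM–58 uM, incubated 60 min at room temperature.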
# USP2a block: USP2a (human) protease inhibition. O75604. 330,000 compounds, 0.01% hits. AID 463254. USP2 core, Ub-CHOP2 coupled fluorogenic reporter, 485/531. Potency, µM (top dose mostly 38.3 µM), for the others: top-dose activity change, negative = inhibition, actives largely listed as inhibitors;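 further: potency means the concentration at half of the fitted maximal effect; plate controls were DMSO wells for no effect and full inhibition by NEM control for full effect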
#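 USP2 core (10nM final) preincubated 30min RT with compound in 20mM Tris-HCl pH 8.0, 2mM CaCl2, 2mM beta-mercaptoethanol, 0.05% CHAPS; 25nM Ub-CHOP2 plus 25nM reporter substrate added, fluorescence (Ex485/Em531) read after 60min.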
# PKM2 activator: increases activity of human pyruvate kinase M2; P14618; purified PKM2, Kinase-Glo ATP luminescence, activation; response scale: 0% is enzyme alone, no compound; Potency, µM (doses to about 57.5 µM), inactives show top-dose activation, most hits filed as activators; 260,000 compounds, 0.34% hits; further: potency means the concentration at half of the fitted maximal effect; on the % scale 0 is the no-effect control and ±100 the full control effect; nearly all actives have a fitted effect of over 55% in size
# Target sequence (P14618 whole entry, looked up): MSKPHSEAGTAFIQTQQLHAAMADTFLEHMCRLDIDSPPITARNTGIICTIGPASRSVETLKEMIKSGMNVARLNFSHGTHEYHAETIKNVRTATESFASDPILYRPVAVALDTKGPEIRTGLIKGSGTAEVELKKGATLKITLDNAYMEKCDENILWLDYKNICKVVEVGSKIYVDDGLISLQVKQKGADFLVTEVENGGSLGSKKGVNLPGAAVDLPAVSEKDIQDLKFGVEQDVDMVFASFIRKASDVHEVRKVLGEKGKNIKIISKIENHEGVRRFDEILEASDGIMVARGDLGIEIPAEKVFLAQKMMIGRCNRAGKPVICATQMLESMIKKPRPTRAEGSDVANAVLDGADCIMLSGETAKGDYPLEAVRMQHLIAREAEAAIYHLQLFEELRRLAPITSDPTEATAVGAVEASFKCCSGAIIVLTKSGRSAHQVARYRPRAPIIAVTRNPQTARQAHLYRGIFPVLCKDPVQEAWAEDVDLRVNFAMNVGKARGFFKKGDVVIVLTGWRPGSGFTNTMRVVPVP
#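 ATP formation by purified human PK-M2, quantified via coupled luciferase luminescence after 1 h at room temperature with 0.1 mM ADP and 0.5 mM PEP final.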
# hERG WT inh: blocks the wildtype human KCNH2 potassium channel | Q12809 | U2OS, BacMam KCNH2, thallium flux FluxOr; active compounds read low | activity change, % at 1.84 µM | 340,000 compounds, 0.37% hits | AID 720551;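 active means maximum activity change below -70%; inconclusive means maximum activity change between -70% and -50%; inactive means maximum activity change above -50%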; further: on the % scale 0 is the no-effect control and ±100 the full control effect
#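 U2OS cells were transduced with wild-type KCNH2 virus (2.03 x 10^8 / mL) for 4 h at room temperature, then cultured overnight at 37 C. Thallium flux was read with FluxOr dye. Rate constants were normalized to DMSO controls.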
# Eya2 inh: blocks the phosphatase activity of human Eya2; AID 488837; recombinant Eya2, OMFP fluorescence dephosphorylation (OMFP is methylfluorescein phosphate); Potency, µM (series often up to 76.9 µM), for inactives: at the top dose activity, negative = inhibition, usual class: inhibitors; O00167; 330,000 compounds, 0.006% hits; further: potency means the concentration at half of the fitted maximal effect; on the % scale 0 is the no-effect control and ±100 the full control effect
#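 Eya2 (0.2 uM) preincubated 10 min at ambient with compound, then OMFP substrate added at 50 uM; 10 min reaction in 50 mM HEPES pH 7.5, 50 mM NaCl, 5 uM MgCl2, 0.05% BSA, 1 mM DTT. Fluorescence read at Ex 485/Em 525 nm.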
# TSHR antag: human thyrotropin receptor antagonism; 330,000 compounds, 0.2% hits; activity change, negative = inhibition, % at 11.5 µM; TSHR-expressing cells, TSH-stimulated cAMP HTRF, 2 h; active compounds read low; P16473;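 active means activity change below a set negative limit, meaning inhibition stronger than a set level, cut at about -70% in these data; inconclusive means activity change between two set negative limits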; further: on the % scale 0 is the no-effect control and ±100 the full control effect
#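 TSHR-expressing cells, 200/well, pre-treated with compound, then stimulated with EC80 TSH (4nM final) for 2 hours at 37 deg C. cAMP measured by competitive HTRF: anti-cAMP cryptate antibody in lysis buffer plus cAMP-d2, read after 30 minutes at room temperature.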
# BCR signal inh: blocks chronic active B-cell receptor signaling; Potency, µM (series often up to 46.1 µM), for inactives: at the top dose ratio change, negative = lower green/red ratio, actives largely listed as inhibitors; 340,000 compounds, 0.05% hits; ABC-DLBCL IkBa-CBG/CBR reporter, luminescence ratio, 4 h; active means well fitted inhibition curve with a large enough effect in the signal ratio, with a control signal flat, not every such curve was filed as active; inconclusive means small, poorly fitted or top-dose-only effect, or effect the other way, or a change in a side signal; the % refers to the signal ratio;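 further: potency means the concentration at half of the fitted maximal effect; plate controls were basal doxycycline-induced cells for no effect and cells given 10 µM MG132 for full effect; MG132 reads +100%, hits lower the ratio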
#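 Concentration-response series (up to 46 uM) were applied to TMD8 dual-reporter cells for 4 h at 37C with doxycycline. Green/red ratio, after filter-overlap correction, defined %Activity; red signal alone was normalised to basal cells and zero luminescence.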
# S-ASM inh: blocks human secretory acid sphingomyelinase. P17405. placental ASM, HMU-PC fluorogenic substrate, 60 min. Potency, µM (highest dose often 57.5 µM), inactives show top-dose activity change, negative = inhibition, most hits filed as inhibitors. 340,000 compounds, 0.006% hits. AID 504937; further: potency means the concentration at half of the fitted maximal effect
#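 Fluorescence read-out (Ex 386 nm, Em 447 nm) after stopping the reaction at pH 10. Enzyme: ASM from human placenta; substrate HMU-PC0, 9 uM final; 60 min, 37 °C. Compound preincubation 10 min, ambient temperature.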
# GALK inhibitor: inhibitors of human galactokinase; Purified GALK, Kinase-Glo residual ATP luminescence; Potency, µM (titrated, usually from 57.5 µM), for inactives: at the top dose activity change, negative = inhibition, usual class: inhibitors; 270,000 compounds, 0.007% hits; AID 1868; further: potency means the concentration at half of the fitted maximal effect; on the % scale 0 is the no-effect control and ±100 the full control effect
# Target sequence (P51570 whole entry, looked up): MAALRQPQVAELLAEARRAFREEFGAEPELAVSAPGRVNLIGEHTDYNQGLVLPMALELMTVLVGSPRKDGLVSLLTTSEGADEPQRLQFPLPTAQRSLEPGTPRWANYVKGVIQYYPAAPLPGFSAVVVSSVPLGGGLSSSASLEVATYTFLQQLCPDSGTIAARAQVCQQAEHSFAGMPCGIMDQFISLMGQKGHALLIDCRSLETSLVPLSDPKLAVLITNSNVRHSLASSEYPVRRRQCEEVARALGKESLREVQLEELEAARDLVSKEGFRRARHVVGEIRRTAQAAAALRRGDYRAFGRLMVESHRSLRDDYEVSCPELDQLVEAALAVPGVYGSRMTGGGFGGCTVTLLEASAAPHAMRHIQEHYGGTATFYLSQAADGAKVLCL
#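 Quantitative HTS: GALK 5 nM, ATP 35 uM, galactose 100 uM, 1 h room temperature, then luciferase-based ATP detection.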
# Menin MLL FP TR: displaces Texas Red mutant MLL peptide from human menin; O00255; Menin + Texas Red MLL mutant peptide, fluorescence polarization; Potency, µM (highest dose often 61.6 µM), inactives show at the top dose FP activity change, negative = inhibition, most hits filed as inhibitors; 270,000 compounds, 0.23% hits; AID 1768; active means well fitted inhibition curve with a large enough effect in the polarisation, with a control signal flat, not every such curve was filed as active; inconclusive means small, poorly fitted or top-dose-only effect, or effect the other way, or a change in a side signal; inactive means no such curve, though single readings can be large or run the other way; the % refers to the polarisation; further: potency means the concentration at half of the fitted maximal effect; % of control where 0% means no effect; many of its hits are not listed in these tables
# * hit, by the source's call; ? = inconclusive; · = no result given; [ ] = remark or other dose. Unless noted, the call rests on the fitted dose curve; in most records, active means well fitted curve in the direction sought with a large enough effect; inconclusive means small, poorly fitted or top-dose-only effect, or another doubt; inactive means no such curve, though single readings can be large; an effect the other way counts as inactive or inconclusive. Some of the compounds tested; count on the stated rates, not on these rows.
SMILES,Mito fusion act,MBNL1 CUG block,USP2a block,PKM2 activator,hERG WT inh,Eya2 inh,TSHR antag,BCR signal inh,S-ASM inh,GALK inhibitor,Menin MLL FP TR
O=C(C1CC1)N1CCc2cc(Br)cc(S(=O)(=O)N3CCN(c4ccccn4)CC3)c21,16%,-8%,-3%,-21%,2,-36%,-4,?,-4%,0%,2%
CC(=O)C1=C(NC(=O)c2ccc(F)cc2)CC2C1C2(C)C (stereo not drawn),1%,7%,3%,1%,-10,5%,-21,15%,-2%,1%,?
COC(=O)N/N=C/c1cc(OC)c(O)c([N+](=O)[O-])c1,-4%,·,-2%,3%,-1,2%,-17,4%,-1%,0%,-6%
O=C(CSc1nnc(C2CC2)n1C1CC1)c1ccc(F)c(F)c1,2%,·,0%,·,-14,9%,-4,3%,1%,·,·
CC1CN(C(=O)COC(=O)c2cccs2)CC(C)O1 (stereo not drawn),-2%,8%,5%,0%,-44,0%,-2,0%,4%,4%,-8%
CCOC(=O)c1c(NC(=O)C2CCCCC2)sc2c1CCN(C(C)C)C2,-1%,0%,0%,3%,-26,?,9,17%,-6%,·,-11%
CCOC(=O)C(NC(=O)c1ccccc1)(Nc1cccc(C)n1)C(F)(F)F (stereo not drawn),-13%,-9%,-1%,-2%,-3,-2%,-4,-10%,-3%,-1%,-11%
CN1CCCCCC1=NC1=C(C#N)CCCC1,8%,-1%,-2%,-5%,12,1%,12,-3%,0%,-1%,1%
CC(C)C(=O)NC(NC(=S)NC1CCS(=O)(=O)C1)C(Cl)(Cl)Cl (stereo not drawn),-4%,0%,2%,4%,0,6%,0,-16%,5%,-2%,3%
N#CCc1nn2c3c(cnc2c1C#N)C(=O)CCC3,-5%,2%,0%,?,-2,-11%,20,1%,19%,0%,?
Cn1c(Br)nc2c1c(=O)n(CC(O)COc1ccccc1)c(=O)n2C (stereo not drawn),5%,-9%,-1%,0%,-5,20%,2,5%,-1%,8%,22%
COC(=O)c1ccc(NC(=O)CSc2nnc(Cc3cccn3C)n2-c2ccc(F)cc2)cc1,0%,-5%,-6%,-2%,-8,-2%,11,1%,-10%,-3%,5%
O=C(c1nnc(Cc2ccc(Cl)cc2)o1)N1CCOCC1,-2%,-15%,2%,1%,-7,-10%,5,7%,-1%,·,0%
COc1ccc(NC(=O)CSc2nc3sc(C)c(C)c3c(=O)n2Cc2ccco2)cc1,-2%,-2%,1%,5%,-6,-12%,-1,-23%,-1%,2%,6%
COc1ccc(CCC(=O)Nc2ccc(N3CCOCC3)cc2)cc1,3%,-6%,1%,5%,0,1%,-3,2%,1%,-4%,4%
Cc1ccc(C(=O)C(C)[n+]2cccc(C(N)=O)c2)cc1 (stereo not drawn),4%,-1%,1%,6%,-4,-15%,-5,4%,-5%,1%,-1%
COc1cc(/C=N/N2C(=O)CSC2=S)ccc1O,1%,?,0%,0%,1,2%,13,-9%,-2%,-2%,?
CCC(C)NC(=O)C1CCN(S(=O)(=O)c2cccs2)CC1 (stereo not drawn),0%,1%,5%,-4%,1,-3%,0,8%,2%,-1%,10%
Cc1ccc2c(c1)CCCN2C(=O)c1cccs1,7%,4%,1%,0%,-6,?,-3,3%,-3%,0%,0%
COc1cc(OC)c(OC)cc1CNCCNC(=O)c1nonc1N,-1%,-2%,0%,-2%,5,6%,-7,2%,5%,1%,-1%
CCCNC(=O)Nc1ccc(NC(C)=O)cc1,-1%,-7%,0%,1%,·,-2%,5,-1%,6%,8%,-21%
CCOC(=O)c1c(C)[nH]c(C(=O)Nc2ccc(C)c(Cl)c2)c1C,30%,9%,1%,8%,·,-3%,-5,?,·,-1%,21%
COc1ccc(CNC(=O)CCCn2c(=S)[nH]c3cc4c(cc3c2=O)OCO4)cc1,-7%,101%[activator],2%,·,-1,-3%,-6,-5%,-1%,-5%,·
Cc1nc2ccccn2c1-c1csc(NCc2ccco2)n1,6%,5%,1%,1%,-3,10%,-11,?,5%,0%,-2%
COc1ccc(OCC(=O)Nc2c(C)ccc3nsnc23)cc1,1%,?,0%,-7%,-2,-3%,-4,-4%,0%,2%,·
O=C(NCCNS(=O)(=O)c1ccccc1)c1ccc([N+](=O)[O-])cc1,2%,?,0%,8%,-3,5%,-8,-2%,-3%,-7%,15%
Cc1ccc(-c2cc(C(F)F)n3ncc(C(=O)N4CCCc5ccccc54)c3n2)cc1,0%,0%,2%,-1%,-2,-22%,-11,4%,1%,-3%,8%
CC(O)CNC(=O)C1CCN(Cc2ccc(OCc3ccccc3)cc2)CC1 (stereo not drawn),7%,-1%,0%,2%,65,0%,8,4%,3%,-1%,?
CCCC(C)NC(=O)COC(=O)c1cccc(NS(C)(=O)=O)c1 (stereo not drawn),1%,·,1%,-8%,-2,-17%,-3,-1%,4%,1%,·
CCOc1ccc(-n2c(C)c(C(=O)O)c3cc(OC)ccc32)cc1,-4%,-3%,-1%,·,2,-7%,-34,13%,8%,0%,?
O=C(NCCCN1CCOCC1)C(=O)NCC1OCCN1S(=O)(=O)c1cc(F)ccc1F (stereo not drawn),2%,-5%,0%,-2%,-6,-8%,-5,3%,0%,5%,-8%
CCOC(=O)N1CCN(C(=O)c2ccc3c(c2)N(Cc2ccc(C)cc2)CCS3)CC1,17%,-1%,2%,-3%,3,-9%,-15,?,36%[activator],0%,·
COc1ccc(-c2cnc(N)nc2-c2ccc(OC)cc2O)cc1,-5%,75%[activator],-2%,2%,1,11%,0,-9%,0%,-1%,14%
CC(=O)c1c(C)nc(-c2ccc(OCC(=O)Nc3cccc(C)c3C)cc2)n1O,-1%[9.22 µM],-3%,-5%,2%,-2,-6%,3,-14%,-4%,-1%,2%
c1ccc(-c2ccc3c(c2)NCCN3)cc1,-15%,?,9%,15%,1,4%,-13,-8%,93%[activator],-2%,?
CCCCCCn1c(CN2CCC(C)CC2)nc2c1c(=O)n(C)c(=O)n2C,-3%,-7%,-1%,-4%,9,7%,-7,-14%,-1%,-1%,-23%
O=C(/C=N/O)NCc1cccnc1,8%,-11%,?,4%,-1,6%,20,1%,-2%,2%,-10%
Cc1ccc2cc(CN(CCCN3CCOCC3)C(=O)NC3CCCCC3)c(=O)[nH]c2c1C,3%,-10%,-1%,-1%,6,-12%,1,-7%,-2%,0%,-27%
Cc1ccc(NC(=O)CSc2nnc(C)n2C2CC2)cc1S(=O)(=O)N1CCOCC1,-1%,·,2%,·,-3,-17%,23,1%,4%,·,·
COc1ccc(CCNC(=O)c2cc(C)oc2C)cc1OC,4%,0%,2%,·,-3,-11%,-6,?,-5%,5%,3%
O=C(O)c1cccnc1Nc1ccc(Cl)cc1,11%,-4%,-2%,·,-4,2%,-16,7%,4%,-1%,?
CCN1C(=O)[C@H]2[C@@H](c3ccc(C)cc3)N3C(=O)N(c4cccc(F)c4)C(=O)[C@@]3(C)[C@H]2C1=O,0%,8%,-3%,-2%,-12,12%,3,-8%,5%,·,-7%
CN(C)CCOC(C1CCCCC1)C1CCCCC1,-1%,2%,1%,0%,7,-28%,-7,?,0%,-4%,·
O=C(COc1coc(CN2CCN(c3ccccc3)CC2)cc1=O)NCC1CCCO1 (stereo not drawn),2%,·,2%,·,-4,6%,-6,-8%,2%,·,·
COc1ccc(-c2csc(NC(=O)CC(NC(C)=O)c3ccccc3)n2)cc1OC (stereo not drawn),0%,-7%,-1%,4%,-3,-3%,-15,3%,0%,-25%,·
CCOc1ccc2oc(C(=O)Nc3cc(C)ccn3)c(C)c2c1,12%,·,1%,·,-13,8%,-21,0%,0%,·,·
CSc1ccccc1-c1nc(-c2ccncc2)no1,-12%,1%,5%,·,-18,-7%,0,?,1%,-3%,1%
